High-throughput results from PubChem BioAssay.
mHTT-CaM PPI inh – disrupts binding of mutant huntingtin to calmodulin. AID 1671202. inhibition, % at 15 µM. AlphaScreen His-mHTT/GST-CaM binding, luminescence. 3.6% of 190,000 active;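 further: 0% = both proteins with DMSO and 100% = one protein alone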
Pf apPOL block – Pf-apPOL DNA polymerase inhibition; 0.25% of 210,000 active; inhibition, % at 10 µM; Recombinant Pf-apPOL, molecular beacon fluorescence, 1.5 h; AID 1794808
An asterisk follows results filed as active; · = not tested or not shown; & = joins results of further samples. No stated cut-off is given here; in the data, active means inhibition above about 50%; inactive means the rest.

Start of the data: the first 4 entries, ahead of the listing:
SMILES	mHTT-CaM PPI inh	Pf apPOL block
CC(C)(C)C1CCc2c(sc3c2C(=O)NC(c2ccccc2)N3)C1 (stereo not drawn)	0	-11
CC1C=CCC2C(=O)N(c3ccc(Cl)cc3O)C(=O)C12 (stereo not drawn)	23	-5
CC(C(=O)Nc1ccc(F)c(Cl)c1)N(c1ccccc1)S(C)(=O)=O (stereo not drawn)	16	-1
Cc1ccc(C(=O)N2CCCC(COc3cccc(C(=O)NC4CC4)c3)C2)s1 (stereo not drawn)	6	-4

All compounds of this part, previewed entries included:
SMILES	mHTT-CaM PPI inh	Pf apPOL block
CC(C)(C)C1CCc2c(sc3c2C(=O)NC(c2ccccc2)N3)C1 (stereo not drawn)	0	-11
CC1C=CCC2C(=O)N(c3ccc(Cl)cc3O)C(=O)C12 (stereo not drawn)	23	-5
CC(C(=O)Nc1ccc(F)c(Cl)c1)N(c1ccccc1)S(C)(=O)=O (stereo not drawn)	16	-1
Cc1ccc(C(=O)N2CCCC(COc3cccc(C(=O)NC4CC4)c3)C2)s1 (stereo not drawn)	6	-4
COc1nn(C)cc1C(=O)N1CCC(C(=O)NCc2cccs2)CC1	-16	-3
Cc1ccc(C)c2c1C(=O)c1ccccc1C2=O	·	0
COc1ccc(CCN2C(=O)CSC2c2ccc([N+](=O)[O-])cc2)cc1OC (stereo not drawn)	6	7
COCCNC(=O)C1C2C(=O)N(Cc3ccccc3)CC23C=CC1(C)O3 (stereo not drawn)	0	-14
CCOC(=O)c1cc(C(=O)CSc2ccc(C(F)(F)F)cn2)on1	·	-13
CC(C(=O)c1ccccc1)C(=O)c1ccccc1	-10	0
COc1cc(CN2CCCC2c2cc(C(C)C)no2)ccc1O (stereo not drawn)	6	3
COC(=O)C(NS(N)(=O)=O)C(C)C (stereo not drawn)	-4	-6
COc1ccc(NC(=O)C2CC(=O)N(c3cccc(NC(C)=O)c3)C2)cc1Cl (stereo not drawn)	31	-1
NC(=O)c1cc(NC(=O)C(c2ccccc2)c2ccccc2)ccc1Cl	0	0
CCCc1nc2c(c(=O)n1CC(=O)Nc1cccc(C)c1)CCN(Cc1ccccc1)C2	20	7
CN(CCCNC(=O)C1CCCN(c2ccncc2)C1)Cc1ccccc1 (stereo not drawn)	4	-4
Cn1c(SCC(=O)Nc2ccc(S(N)(=O)=O)cc2)nnc1-c1ccncc1	·	-5
O=C(Nc1ncn[nH]1)c1c(Cl)ccc(Cl)c1Cl	0	0
O=c1[nH]c2ccc(N=Cc3ccccc3C(F)(F)F)cc2[nH]1	1	3
COc1ccc(C2C=C(c3ccccc3)Nc3ncnn32)cc1 (stereo not drawn)	8	-51
O=C(CSCc1ccc(Cl)cc1Cl)Nc1c[nH]c(=O)[nH]c1=O	2	-7
COc1ccc(-c2nn(-c3ccccc3)cc2C=O)cc1[N+](=O)[O-]	6	1
COc1ccc(C(=O)NN=Cc2cccn2-c2ccc(Cl)cc2)cc1	·	-5
CCCCNC(=O)C1CC(c2ccccc2OC)=NO1 (stereo not drawn)	-5	-3
Cc1ccc(-c2cc([C@H]3[C@@H]4C=CCC[C@@]4(C)C(=O)N3Cc3ccccc3)ccc2F)cc1	18	-1

(listing goes on)
SMILES	mHTT-CaM PPI inh	Pf apPOL block
CC(=O)N(C)c1ccc(OCC(O)Cn2c3ccccc3c3ccccc32)cc1 (stereo not drawn)	73*	-10
Cc1ccc(NC(=O)NC2CCN(c3ccc(F)cc3)C2=O)c(C)c1 (stereo not drawn)	-2	-3
Oc1ccc(Oc2ncc(Cl)cc2Cl)cc1	-3	·
O=C(NCc1ccco1)N1CCCn2nc(-c3cccs3)cc2C1	10	-3
CC(C)(C)NC(=O)N1CC2CN(S(=O)(=O)c3cccc(F)c3)CC(C1)O2	-6	-7
N#CCSC1=Nc2ccccc2C2=NC(CCC(=O)NCCc3ccccc3)C(=O)N12 (stereo not drawn)	6	-5
Cc1cc2[nH]c(C(=O)Nc3cc(F)c(F)cc3F)c(CN(C)C)c2s1	4	0
COC(=O)C1CN(Cc2cn(Cc3ccc(F)cc3)nn2)CCS(=O)(=O)N1Cc1ccc(OC)cc1 (stereo not drawn)	25	1
CCN(CC)C(=O)c1oc2ccc(S(=O)(=O)N3CCOCC3)cc2c1C	35	9
O=C(CCCN1C(=O)c2cccnc2C1=O)Nc1cccc(Cl)c1	6	-22
CCOC1CCN(C(=O)NC(C)(C)C)CC1	3	-1
Cc1nnc(SCc2ccc(Br)cc2)[nH]c1=O	-1	-7
CCC(=O)Nc1cccc(-c2noc(C3CCN(C(=O)c4cnccn4)CC3)n2)c1	3	0
O=C(Cc1ccsc1)N1CCc2c(nc3cc[nH]n3c2=O)C1	-2	-2
CCOc1ccc(NC(=O)c2c(NC(=O)CN3CCN(C)CC3)sc3c2CCC3)cc1	1	-6
O=C(Nc1ccc(Cl)cc1)c1cc(S(=O)(=O)NCc2ccco2)ccc1Cl	7	9
O=C1CSC2(C(=O)Nc3ccccc32)N1c1cccc([N+](=O)[O-])c1 (stereo not drawn)	2	-12
CN1C(=O)C(=Cc2cccn2-c2ccc(N(C)C)cc2)C(=O)N(C)C1=O	3	-5
O=C(CN1CC(c2nc(-c3cccnc3)no2)C1)Nc1cc(C(F)(F)F)ccc1Cl	31	-6
COCCN1CCC(CNC(=O)c2ccsc2)CC1	-7	-2
O=C1OC(c2cc([N+](=O)[O-])ccc2Cl)=N/C1=C\c1cccc(Br)c1	10	-2
COc1ccc(OC)c(-n2cnc3cc(C(=O)NCc4cccnc4)ccc32)c1	14	0
Cn1ncc(N2CCCC(C(=O)NC3CC3)C2)cc1=O (stereo not drawn)	-4	4
Cc1cc2c(cc1C)N[C@]1(C[C@H]3CCCC(=O)N4CC[C@@H](C1)[C@@H]34)C(=Nc1ccccc1C)N2	22	-1
O=C(c1ccncc1)N1CCCC2(C1)Nc1cccnc1NC2=NC1CCCC1 (stereo not drawn)	-2	-1

Looked up by structure from the entries so far (four):
SMILES	mHTT-CaM PPI inh	Pf apPOL block
Cc1cc2[nH]c(C(=O)Nc3cc(F)c(F)cc3F)c(CN(C)C)c2s1	4	0
COCCN1CCC(CNC(=O)c2ccsc2)CC1	-7	-2
Cc1ccc(NC(=O)NC2CCN(c3ccc(F)cc3)C2=O)c(C)c1 (stereo not drawn)	-2	-3
COC(=O)C1CN(Cc2cn(Cc3ccc(F)cc3)nn2)CCS(=O)(=O)N1Cc1ccc(OC)cc1 (stereo not drawn)	25	1

Following part
SMILES	mHTT-CaM PPI inh	Pf apPOL block
O=C(NC1CCCCCCC1)C1CCN(S(=O)(=O)N2CCC3(CC2)OCCO3)CC1	-2	-15
CC1CC(C)CN(CCCNC(=O)C2CCCN(S(=O)(=O)N3CCCC3)C2)C1 (stereo not drawn)	0	-25
O=C(Cc1cccc(F)c1)Nc1nnc(C2CC(=O)N(c3ccccc3)C2)o1 (stereo not drawn)	41	-5
COc1cc(O)c(C(CC(=O)N2CCCC2)c2ccc(N(C)C)cc2)c(OC)c1 (stereo not drawn)	35	-4
COCCCNC(=S)Nc1ccc(OC)cc1	·	-5
CCSc1nc(-c2ccc(OC)cc2)cc(C(F)(F)F)c1C#N	-31	14
Cc1c(CN2CCCC2c2nc(-c3ccccc3)n[nH]2)cnn1C (stereo not drawn)	1	1
CCn1ccc2c(cc(C(=O)Nc3cc(Cl)ccc3OC)n2C)c1=O	39	0
O=[N+]([O-])c1cc(Oc2ccc3c(c2)CCC3)cc(-n2cnnn2)c1	51*	·
Cc1cc(C)cc(C(=O)N2CCCC(C(=O)Nc3ccccc3F)C2)c1 (stereo not drawn)	-1	0
CCOC(=O)c1c(O)[nH]c(N=O)c1SC	·	-10
S=C(Nc1ccccc1)SCc1c(Cl)cccc1Cl	·	3
Cc1ccc2nc(SCC(=O)N3CCN(c4ccccc4)CC3)[nH]c2c1	·	-9
Cc1ccc(C)c(CNC(=O)C2CCCN(C(=O)c3ccccc3Cl)C2)c1 (stereo not drawn)	34	-36
N#Cc1cc2ccccc2nc1N	·	-4
C=CCOc1ccc(C2C3=C(CC(C)(C)CC3=O)N(CC(=O)O)C3=C2C(=O)CC(C)(C)C3)cc1	23	-6
Cc1cc(C)c(S(=O)(=O)NCc2cccnc2)c(C)c1	0	3
COc1ccc(CNC2CC(=O)N(c3ccc(I)cc3)C2=O)cc1 (stereo not drawn)	-4	1
CCOc1ccccc1NC(=O)c1ccc(F)c(S(=O)(=O)N2CCCCCC2)c1	-1	-5
COC1=CC(=Cc2c(N)n3c(SC)nsc3nc2=O)C=C(OC)C1=O	15	-4
N#Cc1c(-c2ccc(Cl)cc2)nc2n(c1=O)CCS2	1&-5	-1&-12
COc1ccc(NC(=O)C2CCN(c3ccncc3)CC2)cc1Cl	-7	-2
O=C(c1ccccc1)c1nc2c(n1O)CCCCC2	12&11	-15&10
COc1ccc(OC)c(CN2C(=O)c3ccccc3C2C(=O)NC2CCCCCCC2)c1 (stereo not drawn)	21	-17
Cc1cccc(N2C(=O)c3cccnc3C2CC(=O)NC(C)C)c1 (stereo not drawn)	-4	-1

New compounds follow.
SMILES	mHTT-CaM PPI inh	Pf apPOL block
Cc1cc(C)c(S(=O)(=O)Nc2ccc3oc(=O)sc3c2)cc1C	42	2
O=C1S/C(=C\c2cc(Cl)ccc2O)C(=O)N1Cc1ccc(F)cc1	9	-1
CC(=O)Nc1ccc(S(=O)(=O)NC2CCN(Cc3ccccc3)CC2)cc1	·	-3
CC(C)(C)c1ccc(OCNC(=O)c2ncn[nH]2)cc1	73*	-2
CC(=O)c1ccc(NC(=O)CCCOc2ccc(Cl)cc2)cc1	1	-8
CNC(=O)CN(c1ccccc1OC)S(C)(=O)=O	-1	-4
O=C(NCc1ccc(F)cc1)N1CCc2nc(-c3ccccc3)ncc2C1	-12	-2
COc1ncccc1CN(C)C(=O)c1ccc(C)nc1	-2	-2
CCCc1ccc(OCC(O)CN2CCOCC2)cc1 (stereo not drawn)	1	-2
CCn1ccc(C(=O)N2CCCC2c2cccc(F)c2)n1 (stereo not drawn)	-5	-4
Cc1cc(Cl)ccc1NC(=O)c1ccc([N+](=O)[O-])c(C)c1	0	-3
COc1ccc(C(=O)CSc2nc(N)cc(=O)[nH]2)cc1C	0	-1
CCC(=O)N1c2ccccc2-c2nnc(SC)nc2OC1CC (stereo not drawn)	-4	-7
O=C(COc1cc(O)c2c(=O)cc(-c3ccccc3)oc2c1)c1ccc(F)cc1	8	10
Cn1ncc(I)c1C(=O)Nc1ccc(-c2ccccc2)cc1	-4	-1
Cc1ccc(NC(=O)Cn2cc3c(n2)CCCCC3)cc1Cl	-3	-8
O=C(c1ccsc1)N1CCC(c2nnc(-c3ccco3)o2)CC1	-10	-6
CCNc1ccc(Br)cc1-c1nc2ccccc2n(CC)c1=O	52*	-1
O=C(c1ccncc1)N1CCC(n2c(-c3ccsc3)nc3cccnc32)C1 (stereo not drawn)	0	-1
N#CC(=CN1CCc2ccccc21)S(=O)(=O)Cc1ccco1	·	2
O=C(Nc1ccccc1F)C1CC(=O)N(CCc2c[nH]c3ccc(F)cc23)C1 (stereo not drawn)	9	-1
COc1cc(C(=O)NCCc2ccc(Cl)cc2)cc(OC)c1OC	1	-3
COc1cc(/C=c2\sc3nc4ccccc4n3c2=O)c(Br)cc1O	14	3
Cc1cccc(N=Cc2nc(-c3ccc(Br)cc3)oc2O)n1	-6	2
COc1cc(C)c(CCC(C)=CC=CC(C)=O)c(C)c1C	·	-10

Further results.
SMILES	mHTT-CaM PPI inh	Pf apPOL block
CCC(=O)Nc1ccc(S(=O)(=O)NCCC2CCN(C(=O)c3ccccc3)CC2)cc1	40	-2
C=Cc1c(S(C)(=O)=O)sc(C(=O)Oc2ccccc2)c1C	·	4
NC(=O)c1ccc(NC(=O)COc2ncccn2)cc1	0	-3
COc1ccc(CCN2CC(C(=O)N3CCN(C(C)C)CC3)CC2=O)cc1OC (stereo not drawn)	1	5
CN(Cc1ccccc1)C(=O)c1cc2c(s1)N(C)CCC2	9	1
CCC(=O)N1CCc2cc(Br)cc(S(=O)(=O)NCc3ccco3)c21	10	-5
CCN1CCCn2cc(S(=O)(=O)Nc3cc(F)ccc3C)cc2C1=O	2	-4
O=C(Nc1c(Cc2ccccc2)nc2ccccn12)C(Cl)Cl	44	22
O=C(Cc1c[nH]c2ccccc12)N1CCc2nc3cc[nH]n3c(=O)c2C1	35	-3
CCOc1ccccc1C(=O)N1CCN(Cc2nc3ccccc3[nH]2)CC1	-7	-9
CC(c1ccccc1)N1CC(C(=O)O)CC1=O (stereo not drawn)	-2&1	-3&-4
O=C1CSC(c2ccc(Cl)cc2)N1Cc1ccccc1 (stereo not drawn)	-10	4
Cc1ccc(C(=O)Nc2c3c(nn2-c2cccc(Cl)c2)CS(=O)(=O)C3)cc1[N+](=O)[O-]	24	-3

Rewritten with each value named: entries from further up
NC(=O)c1ccc(NC(=O)COc2ncccn2)cc1
  mHTT-CaM PPI inh: 0 | Pf apPOL block: -3
CC(c1ccccc1)N1CC(C(=O)O)CC1=O (stereo not drawn)
  mHTT-CaM PPI inh: -2&1 | Pf apPOL block: -3&-4

Part of the list above in order of SMILES length, descending.
SMILES	mHTT-CaM PPI inh	Pf apPOL block
CCC(=O)Nc1ccc(S(=O)(=O)NCCC2CCN(C(=O)c3ccccc3)CC2)cc1	40	-2
COc1ccc(OC)c(CN2C(=O)c3ccccc3C2C(=O)NC2CCCCCCC2)c1 (stereo not drawn)	21	-17
CC(=O)c1ccc(NC(=O)CCCOc2ccc(Cl)cc2)cc1	1	-8
Cn1ncc(I)c1C(=O)Nc1ccc(-c2ccccc2)cc1	-4	-1
COc1cc(CN2CCCC2c2cc(C(C)C)no2)ccc1O (stereo not drawn)	6	3

This is a random part of the collection; 3.5% or so of the library scored in one or more.
